# Screening results deposited in PubChem by National Center for Advancing Translational Sciences (NCATS).
# S3 lipid droplet: qHTS Assay for Lipid Storage Modulators in Drosophila S3 Cells; Drosophila S3 cells, BODIPY lipid droplet fluorescence, 18-24 h; cells fed with added oleic acid; lipid storage change, negative = inhibition, % at the top dose, mostly 46.1 µM; hits show Potency in µM; 320,000 compounds, 0.64% hits; AID 2685; active = well fitted inhibition curve with a large enough effect in the signal ratio, with a control signal flat, not every such curve was filed as active; inconclusive = small, poorly fitted or top-dose-only effect, or effect the other way, or a change in a side signal; the % refers to the signal ratio
#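 Laser-scanning cytometry quantifies lipid droplet accumulation (500–530 nm total intensity; droplet/cell object ratio) in oleic acid-fed (400 uM added) Drosophila S3 cells treated with a concentration series. 20 uM Triacsin C defined 100% inhibition.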
# S3 lipid droplet cell count max: second read-out of S3 lipid droplet, no call of its own (marks repeat the call); cell number change, %; measured here: cell count max response;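 cells counted by Cell Tracker Red CMTPX staining in the red channel; peak over a dose series mostly up to 46.1 µM; percent activity relative to internal control wells on each plate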
# Active calls of the source: *; i = inactive; ? = inconclusive; / = not tested or not shown; [ ] = another dose, or the depositor's remark. % is set by controls: 0 for no effect and ±100 for the full control effect; potency is the fitted concentration of half-maximal effect. A portion of the library; rates above refer to the full screens.
# Under each structure: S3 lipid droplet	S3 lipid droplet cell count max
- O=C(NCC(c1cccnc1)N1CCN(c2ccccc2)CC1)c1ccc2c(c1)OCO2 (configuration not stated)
→ ?	/
- CCN1CCN(c2ccc(S(=O)(=O)N3CCOCC3)cc2NC(=O)CCOc2ccccc2)CC1
→ ?	/
- COC(=O)c1c(NC(=O)COC(=O)c2ccc(C)s2)sc2c1CCCCC2
→ ?	/
- Cc1cc(NC(=O)COc2cccc3cccnc23)no1
→ -0.9%	-2.7
- O=S(=O)(c1ccc2c(c1)CCCN2)N1CCCC2CCCCC21 (configuration not stated)
→ ?	/
- Cn1ccc(-c2ccccc2)n1
→ 15.4%	-21.2
- CCOc1ccc(CCNC(=O)CN2C(=O)CCSc3ccccc32)cc1
→ ?	/
- CCc1cccc2cc3c(N)c(C(=O)Nc4ccc(S(=O)(=O)N5CCCC5)cc4)sc3nc12
→ 5.8µM*	0.9*
- Cc1ccc(NC(=O)CSc2n[nH]c(-c3cccnc3)n2)cc1Cl
→ i	5.2
- CCN(CC(=O)Nc1ccc(NC(C)=O)cc1)C(=O)CSc1nnc(-c2ccco2)n1CC
→ ?	/
- Cc1ccc(NC(=O)C2CCN(C(=O)[C@@H]3Cc4ccccc4CN3)CC2)cc1
→ 14.7%	-4.4
- COc1ccccc1N(CC(=O)NCCSc1ccccn1)S(=O)(=O)c1ccccc1
→ -11.3%	-17.1
- COc1ccc(N2CCN(C(=S)Nc3cc(C)ccc3C)CC2)cc1
→ ?	/
- COc1ccccc1NC(=O)c1ccc2c(c1)N(CC(=O)NC(C)(C)C)C(=O)C(C)(C)O2
→ -16.5%	16.2
- CC1CCCCC1NC(=O)CN1CCC(O)(c2ccc3c(c2)OCO3)CC1 (configuration not stated)
→ 13.8%	5.3
- Cc1cc(SCC(=O)c2ccccc2)nc(=O)[nH]1
→ i	6.8
- CC(=O)c1ccc(S(=O)(=O)N2CCN(CC(=O)Nc3ccc(Cl)c([N+](=O)[O-])c3)CC2)cc1
→ 29.1µM*	-15.2*
- Cc1ccc2cc(C#N)c(N3CCCN(S(=O)(=O)c4ccc(F)cc4)CC3)nc2c1
→ 8.0%	15.8
- Cc1cc(=O)oc(C)c1C(=O)NCCC1=CCCCC1
→ ?	/
- O=C(NC1CCC(NC(=O)C2CCCO2)CC1)C1CCCO1 (configuration not stated)
→ ?	/
- COc1ccccc1COC(=O)c1cccc(S(=O)(=O)N2CCCC2)c1
→ ?	/
- Cc1cccc(C(=O)NCC(c2cccs2)N2CCOCC2)c1 (configuration not stated)
→ ?	/
- COc1cc2c(cc1OC)C(COc1ccc([N+](=O)[O-])cc1)N(C(C)=O)CC2 (configuration not stated)
→ ?	/
- O=S(=O)(/N=C(\Nc1ccc(F)cc1)C(F)(F)F)c1ccccc1
→ -8.3%	-8.0
- CCC/C(O)=C1\C(=O)CC(c2ccccc2)CC1=NCCc1c(C)[nH]c2ccccc12 (configuration not stated)
→ -0.6%	-6.8
- Cc1ccc(S(=O)(=O)N(C)C)cc1NC(=O)COc1ccccc1C(=O)Nc1ccccc1
→ ?	/
- c1ccc(-n2nnnc2Oc2ccc(-c3nnco3)cc2)cc1
→ 10.1%	-12.0
- O=C(CN1CCCCCC1)Nc1ccc(Br)cn1
→ ?	/
- COC(=O)[C@H]1C[C@@H]1[C@H](NC(=O)c1cnccn1)c1ccccc1
→ 11.1%	7.8
- CCN(CC)C(=O)/C(=C/c1cn(S(=O)(=O)N(C)C)c2ccccc12)NC(=O)c1ccc(OC)cc1
→ -23.8%	-27.9

# 2 records drawn at random from the list so far:
# Under each structure: S3 lipid droplet	S3 lipid droplet cell count max
- O=C(CN1CCCCCC1)Nc1ccc(Br)cn1
→ ?	/
- Cc1cc(=O)oc(C)c1C(=O)NCCC1=CCCCC1
→ ?	/

# Next results
# Under each structure: S3 lipid droplet	S3 lipid droplet cell count max
- COCC(=O)N1CCN(c2cccc(C(F)(F)F)c2)CC1
→ ?	/
- O=S(=O)(NCCOCC(F)(F)F)c1ccc2oc3ccccc3c2c1
→ 19.7%	-18.2
- COc1cc2nc(Cl)nc(N3CCN(C)CC3)c2cc1OC
→ ?	/
- Cc1ccc(NC(=O)CN2CCN(S(=O)(=O)c3cccs3)CC2)cc1S(=O)(=O)N(C)C
→ -21.0%	-4.3
- O=C1N(CC(=O)N2CCc3ccccc32)CCN1Cc1ccccc1Cl
→ ?	/
- O=[N+]([O-])c1ccc(/C=N/Nc2nc(N3CCCCCC3)nc(N3CCCCCC3)n2)o1
→ ?	/
- CCc1nn(C(C)C(=O)NC(C)CCc2ccco2)c(=O)c2cc3occc3n12 (configuration not stated)
→ ?	/
- CCn1c(SCC(=O)N2CCCC2)nc2ccccc2c1=O
→ 8.2%	-13.8
- COc1ccc(S(=O)(=O)Nc2ccccn2)c(C)c1C
→ i	8.9
- CN1CCN(C(CNC(=O)c2ccc(Br)o2)c2ccc(F)cc2)CC1 (configuration not stated)
→ -22.1%	/
- O=C(Nc1nc(-c2ccccc2)cs1)C1COc2ccccc2O1 (configuration not stated)
→ i	2.8
- COc1ccc(N2CSC3=C(C#N)C(c4cccc(OC)c4OC)CC(=O)N3C2)cc1 (configuration not stated)
→ ?	/
- CCOC(=O)c1c(/N=C/c2cccc(C)c2O)sc2c1CCN(C)C2
→ 1.2%	0.1
- COc1cc(C(=S)N2CCCCC2)ccc1OCC(=O)Nc1ccccc1Cl
→ ?	/
- CCOc1ccc2nc(NS(=O)(=O)c3ccc(NC(C)=O)cc3)sc2c1
→ i	-5.1
- CSc1ccccc1C(=O)N(C)C(c1ccccc1)c1ccccc1
→ i	14.3
- CSc1nnc(C)c(/C=C/Nc2ccc(F)cc2)n1
→ -15.3%	16.1
- CCCCn1c(SCC(=O)c2ccccc2)nc2c1c(=O)[nH]c(=O)n2C
→ ?	/
- CCC(C)N(C(=O)COc1ccc(NC(C)=O)cc1)C1CCS(=O)(=O)C1 (configuration not stated)
→ ?	/
- Clc1ccc(-c2[nH]ncc2N=Nc2ccccc2)cc1
→ ?	/
- COc1ccc(-c2csc(N(CCCN3CCOCC3)C(=O)c3ccco3)n2)cc1
→ 0.3%	-10.1
- CN1CCN(C(=O)c2ccc(C(C)(C)C)cc2)CC1
→ ?	/
- CC(=O)N1c2ccccc2C2CCCC[C@@H]21 (some centres not stated)
→ i	15.3
- Cc1ccc(NC(=O)Cc2c(O)c3ccccc3[nH]c2=O)c(C)c1
→ -5.7%	21.9
- Cc1ccccc1Cn1cnc2c(cnn2C(C)(C)C)c1=O
→ -15.5%	0.3
- N#Cc1ccc(C23CC4(C2)[C@H](CN(Cc2ccc(C(F)(F)F)cc2)[C@@H]4c2ccccc2)C3c2ccc(Cl)nc2)cc1 (some centres not stated)
→ 9.6%	-0.7
- COc1ccc([C@H]2CC(=O)C=C(c3ccc(O)cc3)C2)cc1OC
→ ?	/
- CC(C)Cn1c(=O)[nH]c(=O)c2c(C(F)(F)F)cc(-c3ccccc3)nc21
→ -5.2%	-2.4
- CN(C)c1ccc(C(CNC(=O)c2ccccc2Br)c2c[nH]c3ccccc23)cc1 (configuration not stated)
→ ?	/
- Cc1ccc(OCCN2CCOCC2)cc1C
→ 17.9%	2.1
- CC(=O)Nc1cc2ccc(OC(C)=O)cc2oc1=O
→ -12.1%	-19.0
- CCC(=O)NC1(Cc2ccc(O)cc2)CCCCC1
→ -26.5%	-37.5
- COc1ccc(CN(C)C(=O)Cn2ccc(N)nc2=O)cc1OC
→ ?	/
- Cc1cc(S(=O)(=O)N2CCOCC2)ccc1OCC(=O)Nc1ccccc1C(F)(F)F
→ ?	/
- Cc1cccc(N2C(=N)SCC2=O)c1C
→ i	-0.3
- O=C(CN1C(=O)CCC1=O)Nc1nc(-c2ccc(Oc3ccccc3)cc2)cs1
→ ?	/
- CC(=O)c1nn(-c2cccc(Cl)c2)cc1C(=O)c1ccco1
→ 5.2%	-2.0
- COCC(C)NC(=O)COc1ccc(Cl)cc1Cl (configuration not stated)
→ 8.5%	14.4
- Cc1ccc(CSc2nc3c(c(=O)[nH]2)C(c2ccncc2)C2=C(CCCC2=O)N3)cc1 (configuration not stated)
→ i	/
- Cc1c(C(=O)Nc2ccccc2-c2ccccc2)cccc1[N+](=O)[O-]
→ -8.9%	18.6
- O=S(=O)(O)c1cc(OS(=O)(=O)c2ccccc2)cc2ccccc12
→ -11.6%	7.0
- O=C(NC1CCCC1)C1CCN(C(=O)c2cccc(Cl)c2)CC1
→ ?	/
- CCCN(C(=O)C1CC(=O)N(c2ccccc2C(C)CC)C1)C1CCS(=O)(=O)C1 (configuration not stated)
→ ?	/
- Cc1cc(N2CCN(C3CCCCC3)CC2)n2nc(C)nc2n1
→ -8.9%	-20.3
- Cc1ccc(C)c(NS(=O)(=O)c2ccccc2C)c1
→ ?	/
- C[C@H](NC(=O)c1nc[nH]c1C(=O)N[C@@H](CCCCNC(=O)OC(C)(C)C)C(=O)OC(C)(C)C)C(=O)OCc1ccccc1
→ ?	/
- C/C(=N/NC(=O)c1cccc(C)c1)c1c(O)cc(C)oc1=O
→ 12.8%	12.5
- COC(=O)c1scc(C)c1S(=O)(=O)Nc1ccc(C)cc1
→ 1.2%	12.3
- Cc1cc(C)c(S(=O)(=O)N(C)CC(=O)NCCCn2ccnc2)c(C)c1
→ ?	/
- C/C(=N\NC(=O)CN1CCN(S(=O)(=O)c2ccc(C)cc2)CC1)c1ccncc1
→ 1.6%	26.1
- CS(=O)(=O)N1CCN(c2ncnc3c2cnn3-c2ccccc2)CC1
→ 2.8%	17.1
- COc1cc(/C=C2/NC(=O)NC2=O)cc(Br)c1OCc1cccc(C(=O)O)c1
→ 0.8%	-0.3
- COc1ccc(N2C(=O)CS/C2=C\[N+](=O)[O-])cc1
→ ?	/
- O=C(NCc1ccccc1)C1CCCN(S(=O)(=O)c2cccnc2)C1 (configuration not stated)
→ ?	/
- COc1ccc(CNC(=O)c2coc(=O)c3ccccc23)cc1
→ i	/
- CC(CCc1ccccc1)NC(=O)COc1ccc(S(=O)(=O)N2CCOCC2)cc1[N+](=O)[O-] (configuration not stated)
→ -21.7%	-9.6
- Oc1ccc(NC(=S)N=Nc2c(O)[nH]c3ccccc23)cc1
→ 9.1%	-13.8
- CCCCNS(=O)(=O)c1ccc2nc(-c3cccnc3)cc(C(=O)NCCCOCC)c2c1
→ ?	/
- Cn1c(SCC(=O)c2ccc3c(c2)NC(=O)CO3)nc2ccccc21
→ ?	/
- CCC(=O)Nc1cccc(Br)c1
→ ?	/

# (listing goes on)
# Under each structure: S3 lipid droplet	S3 lipid droplet cell count max
- CC(C)c1ccc(S(=O)(=O)N2CCCCC2)cc1
→ 2.8%	8.0
- Cc1cc(-c2ccccc2)nc(N/N=C/c2ccc([N+](=O)[O-])cc2)n1
→ -0.8%	-0.4
- Cc1c(C#N)c2ncn(Cc3ccccc3)c(=O)c2n1-c1ccccc1
→ ?	/
- CC1=Nc2cc(C(=O)O)ccc2Sc2ccc(C)cc21
→ -2.5%	0.6
- CCCC/C(O)=C1\C(=O)CCCC1=NCCc1c(C)[nH]c2ccccc12
→ ?	/
- C=CCNC(=O)c1cc(Cl)ccn1
→ ?	/
- O=S(=O)(Nc1ccc2c(c1)OCO2)c1ccc(Cl)cc1F
→ ?	/
- CCc1cc2c(=O)c(-c3nc4ccccc4[nH]3)coc2c(CN2CCCCC2)c1O
→ ?	/
- Cc1cccc(NS(=O)(=O)c2cc3c4c(c2)CC(=O)N4CCC3)c1C
→ ?	/
- O=C(NCCc1ccccc1)N1CCCC(CNS(=O)(=O)Cc2ccccc2)C1 (configuration not stated)
→ 4.6%	9.7
- O=c1c(-c2ccccc2)c[nH]n1-c1cccc([N+](=O)[O-])c1
→ ?	/
- CSc1ccccc1NC(=O)Nc1cccc(Cl)c1
→ i	-24.0
- CCS(=O)(=O)c1ccc2oc(SCC(=O)NC3CCCC(C)C3C)nc2c1 (configuration not stated)
→ ?	/
- CCCCOC(=O)CSCC(=O)Nc1cc(C)on1
→ ?	/
- O=C1NCCN1C(=O)c1ccccc1F
→ ?	/
- CC(C)[C@H](NC(=O)[C@H](CCCN=C(N)N)NC(=O)NC(Cc1ccccc1)C(=O)O)C(=O)NC(C=O)CCCN=C(N)N (some centres not stated)
→ -3.9%	-18.1
- CCN(CC(=O)Nc1ccc(C(C)=O)cc1)CC(=O)Nc1cccc(OC)c1
→ ?	/
- COc1ccc(-n2ncc3c(=O)n(CC(=O)N4CCCc5ccccc54)cnc32)cc1
→ ?	/
- CCCS(=O)(=O)N1CCC(C(=O)NCc2cccnc2)CC1
→ ?	/
- COc1nc(N)c(S(=O)(=O)c2ccc(C)cc2)cc1C#N
→ ?	/
- O=C(COC(=O)C1=COCCO1)NC1CCCCC1
→ -16.7%[0.0737 µM]	13.1
- O=C(NCCC1=CCCCC1)c1cc2ccccc2oc1=O
→ 15.4%	0.9
- CCc1nn(CC(=O)Nc2cc(C)ccc2C)c(=N)s1
→ ?	/
- O=C(CCl)N1CCN2C(=O)c3ccccc3C12c1ccc(Cl)cc1 (configuration not stated)
→ ?	/
- CCc1nnc(NC(=O)CCN(c2cc(C)cc(C)c2)S(=O)(=O)c2ccc(Cl)cc2)s1
→ -0.3%	5.8
- COC(=O)c1c(NC(=O)CCC(=O)O)sc2c1CCCCC2
→ -24.9%	-10.9
- O=C(C1CCC(=O)N1Cc1cccs1)N1CCOCC1 (configuration not stated)
→ -46.9%[9.22 µM]	-13.1
- CC(C)C(NC(=O)CN(c1cccc(F)c1)S(C)(=O)=O)C(C)C
→ -1.4%	1.9
- COc1ccc(S(=O)(=O)N2CCOC23CCN(S(=O)(=O)c2cc(C)ccc2C)CC3)cc1
→ 19.7%	/
- Cc1ccccc1[C@@H]1C(C#N)=C(N)S[C@H]1C(=O)c1ccccc1
→ ?	/
